Compound activity: PubChem, several laboratories
Wnt bcat act – activators of Wnt/beta-catenin signaling; 300,000 compounds, 1.2% hits; activation, % at 9.35 µM; Wnt/beta-catenin reporter cell assay, activator, plate reader; in the data active = activation above about 30%, passing the limit was not always enough;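 also: 0% = neutral control wells and 100% = positive control wells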
OPRM1-OPRD1 ag – OPRM1-OPRD1 heterodimerization agonism; P35372+P41143; cells, luminescence; activation, % at 9.3 µM; 340,000 compounds, 0.3% hits; AID 504326; in the data active = activation above about 18%;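 also: 0% = vehicle-treated cells and 100% = reference agonist; values of inactives mirror those of a sister screen read the other way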
DSG3 Ab inh – blocks pemphigus antibody binding to human desmoglein-3; DSG3-coupled beads, scFv-anti-DSG3-GFP binding, flow cytometry; hits give low values; P32926; binding (percent of control), % at 10 µM; 310,000 compounds, 0.48% hits;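 active = binding more than 3 SD below its plate's average and above zero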;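 also: hits lower antibody fragment binding to DSG3; some compounds called inactive have numbers as strong as hits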
Target sequence (P32926 whole entry, looked up, the tested form may be a part): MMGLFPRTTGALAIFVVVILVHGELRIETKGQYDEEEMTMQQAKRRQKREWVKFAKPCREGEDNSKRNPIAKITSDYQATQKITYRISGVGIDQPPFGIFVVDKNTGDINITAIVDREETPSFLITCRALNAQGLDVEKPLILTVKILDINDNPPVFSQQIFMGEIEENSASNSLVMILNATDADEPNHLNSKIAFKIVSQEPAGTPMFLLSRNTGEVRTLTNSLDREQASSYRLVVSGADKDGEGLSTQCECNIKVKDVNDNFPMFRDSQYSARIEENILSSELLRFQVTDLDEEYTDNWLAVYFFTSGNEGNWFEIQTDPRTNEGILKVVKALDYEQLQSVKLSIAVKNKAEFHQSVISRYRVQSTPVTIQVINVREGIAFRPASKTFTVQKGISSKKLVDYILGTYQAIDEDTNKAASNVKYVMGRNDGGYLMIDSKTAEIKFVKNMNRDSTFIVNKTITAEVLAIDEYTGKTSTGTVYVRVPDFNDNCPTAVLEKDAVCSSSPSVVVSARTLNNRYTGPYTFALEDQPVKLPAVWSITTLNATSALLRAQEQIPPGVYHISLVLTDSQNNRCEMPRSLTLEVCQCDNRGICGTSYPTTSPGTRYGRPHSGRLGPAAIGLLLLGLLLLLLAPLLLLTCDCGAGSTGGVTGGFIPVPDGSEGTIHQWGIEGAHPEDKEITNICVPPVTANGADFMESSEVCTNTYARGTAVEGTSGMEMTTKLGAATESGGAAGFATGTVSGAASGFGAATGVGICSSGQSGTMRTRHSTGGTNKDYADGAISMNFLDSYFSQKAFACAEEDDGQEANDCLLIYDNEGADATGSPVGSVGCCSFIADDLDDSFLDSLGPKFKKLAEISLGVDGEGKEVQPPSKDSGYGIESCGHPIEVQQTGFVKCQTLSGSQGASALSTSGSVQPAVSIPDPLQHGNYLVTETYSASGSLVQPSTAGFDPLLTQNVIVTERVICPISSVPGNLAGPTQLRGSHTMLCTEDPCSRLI
Keap1 Nrf2 FP – inhibitors of human Keap1-Nrf2 protein-protein interaction; Keap1 Kelch-Nrf2 peptide fluorescence polarization, 1536-well; 340,000 compounds, 0.15% hits; inhibition, % at 9.4 µM; Q14145; AID 504523; in the data active = inhibition above about 12%;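 also: human Keap1 Kelch domain with fluorescein labeled Nrf2 9mer peptide probe; 0% = neutral control wells and 100% = peptide positive control; higher means more block of Keap1 binding to Nrf2 peptide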
cardiac RTF act – increases calcium sensitivity of human cardiac regulated thin filaments; P19429+P45379; IANBD-labeled TnC RTF fluorescence at EC20 calcium; 0% EC20 calcium, 100% full calcium; activation, % at 7.2 µM; 340,000 compounds, 0.24% hits; AID 493008;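 active = activation above the mean over all tested compounds plus 3 SD, cut at about 30% in these data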;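 also: rise in fluorescence read as greater calcium sensitivity of cardiac thin filaments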
LANA DNA inh – inhibitors of KSHV LANA C-terminal domain DNA binding; MBP-C-LANA/FAM-LBS DNA binding, fluorescence polarization; inhibition, % at 9 µM; 340,000 compounds, 0.078% hits; AID 504423;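 active = highest replicate inhibition at or above 60% at 9 µM, even if other replicates fall short; inactive = all replicates below 60% inhibition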;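 also: 0% = neutral control wells and 100% = 4 µM acridine orange control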
Cardiac RTF inh – cardiac RTF calcium desensitization; P19429+P45379; IANBD-labeled cardiac RTF, Ca2+ fluorescence; inhibition, % at 7.15 µM; 340,000 compounds, 0.12% hits;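 active = inhibition above the mean inhibition of all tested compounds plus 3 SD, cut at about 17% in these data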;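 also: assay run at fixed EC70 calcium of 1.6 mM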
V-ATPase pH – yeast V-ATPase proton transport regulation by pHLuorin | 350,000 compounds, 0.37% hits | S. cerevisiae, pHLuorin cytosolic pH fluorescence | response, % at 10 µM | AID 504577; in the data active = response mostly above about 7.3%, no sharp cut-off; inactive = mostly below about 5.4%; also: actives read high; inactives centre near 0; some compounds called inactive have numbers as strong as hits; reference of the scale not given here
Arrestin-AP2 inh – blocks beta-arrestin peptide binding to AP2 adaptin; AID 504490; 340,000 compounds, 0.31% hits; FITC-arrestin peptide / GST-AP2 beads, flow cytometry; AP2 beta2 appendage carries R879A mutation; inhibition, % at 10 µM;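 active = inhibition above a set limit, near 3 SD of compounds lacking own fluorescence, cut at about 54% in these data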;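 also: plate controls were DMSO wells for no effect and 5 µM unlabelled arrestin peptide for full effect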
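System: GST-AP2 R879A bound to glutathione beads, E. coli-expressed. Also added: 50 nM FITC-arrestin peptide. Schedule: compound with beads 12 min RT, then probe 1 h RT. Signal: bead flow cytometry, FITC channel. Read-out basis: percent response.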
OPRM1-OPRD1 inv – mu-delta opioid heterodimer inverse agonism; P35372+P41143; cell-based MOR-DOR heterodimer luminescence; inhibition, % at 9.3 µM; 340,000 compounds, 0.21% hits; AID 504357; in the data active = inhibition above about 22%, passing the limit was not always enough;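 also: 0% = cells with DMSO and 100% = wells without cells with DMSO; values of inactives mirror those of a sister screen read the other way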
* hit, by the source's call. Random draw from the library. Share with any hit: about 3.1%.

CCOc1ccc(OCCC(=O)N(CC)CC(=O)Nc2ccccc2C(F)(F)F)cc1 was read as Wnt bcat act -1, OPRM1-OPRD1 ag -1.0, DSG3 Ab inh 98, Keap1 Nrf2 FP 0, cardiac RTF act -4, LANA DNA inh 3.0, Cardiac RTF inh -6, V-ATPase pH -1, Arrestin-AP2 inh -3 and OPRM1-OPRD1 inv 7.
For COC(=O)c1cccc(NC(=O)c2ccc[n+]([O-])c2)c1 the results were Wnt bcat act 0, OPRM1-OPRD1 ag -2.1, DSG3 Ab inh 107, Keap1 Nrf2 FP 2, cardiac RTF act 0, LANA DNA inh 1.0, Cardiac RTF inh -2, V-ATPase pH 2, Arrestin-AP2 inh 6 and OPRM1-OPRD1 inv 11.
`Fc1cccc(C2NC(=S)NC3=C2N2CCC3CC2)c1` (centres undefined) gave Wnt bcat act -2, OPRM1-OPRD1 ag -1.3, DSG3 Ab inh 116, Keap1 Nrf2 FP -3, cardiac RTF act 1, LANA DNA inh -1.3, Cardiac RTF inh 6, V-ATPase pH -4, Arrestin-AP2 inh 10 and OPRM1-OPRD1 inv 6.
C/C(=N\NC(=O)Cc1c(F)cccc1Cl)c1cccnc1 was read as Wnt bcat act -1, OPRM1-OPRD1 ag 3.7, DSG3 Ab inh 100, Keap1 Nrf2 FP -2, cardiac RTF act -2, LANA DNA inh -3.1, Cardiac RTF inh -5, V-ATPase pH -1, Arrestin-AP2 inh 6 and OPRM1-OPRD1 inv -19.
For Cc1ncc(CO)c(/C=N/NC(=S)Nc2ccc(F)cc2)c1O the results were OPRM1-OPRD1 ag -3.8, DSG3 Ab inh 92, Keap1 Nrf2 FP 1, cardiac RTF act -1, LANA DNA inh 1.7, Cardiac RTF inh -9, V-ATPase pH 5, Arrestin-AP2 inh -5 and OPRM1-OPRD1 inv 19.
Screening Cc1ccc(NC(=O)c2cc(S(=O)(=O)NCCC3=CCCCC3)ccc2F)cc1 returned Wnt bcat act -3, OPRM1-OPRD1 ag 6.4, DSG3 Ab inh 125, Keap1 Nrf2 FP 1, cardiac RTF act 4, LANA DNA inh 0.4, Cardiac RTF inh -8, V-ATPase pH -4, Arrestin-AP2 inh 4 and OPRM1-OPRD1 inv -34.
`CN(C)c1ccc2nsnc2c1[N+](=O)[O-]` gave Wnt bcat act 3, OPRM1-OPRD1 ag -2.4, DSG3 Ab inh 106, Keap1 Nrf2 FP -3, cardiac RTF act -2, LANA DNA inh 0.7, Cardiac RTF inh 5, V-ATPase pH -2, Arrestin-AP2 inh -2 and OPRM1-OPRD1 inv 12.
O=C(c1cccc(Br)c1)c1cn(-c2ccccc2)nc1C(=O)c1ccccc1 was read as Wnt bcat act 0, OPRM1-OPRD1 ag 0.7, DSG3 Ab inh 102, Keap1 Nrf2 FP -1, cardiac RTF act 3, LANA DNA inh 0.2, Cardiac RTF inh -12, V-ATPase pH -2, Arrestin-AP2 inh 5 and OPRM1-OPRD1 inv -4.
For O=C(CCN1C(=O)c2ccccc2C1=O)NCc1ccccc1 the results were Wnt bcat act 3, OPRM1-OPRD1 ag -2.6, DSG3 Ab inh 101, Keap1 Nrf2 FP -4, cardiac RTF act -2, LANA DNA inh -1.2, Cardiac RTF inh -5, V-ATPase pH -3, Arrestin-AP2 inh 7 and OPRM1-OPRD1 inv 14.
For C=CCn1c(C)cc(C(=O)CSc2nnc3c(Cl)cc(Cl)cn23)c1C the results were OPRM1-OPRD1 ag -3.0, DSG3 Ab inh 100, Keap1 Nrf2 FP -3, cardiac RTF act 5, LANA DNA inh 0.2, Cardiac RTF inh -2, Arrestin-AP2 inh -77 and OPRM1-OPRD1 inv 18.
Screening COc1ccc(S(=O)(=O)NCCc2ccncc2)cc1 returned Wnt bcat act -1, OPRM1-OPRD1 ag -2.0, DSG3 Ab inh 105, Keap1 Nrf2 FP 4, cardiac RTF act -11, LANA DNA inh 0.7, Cardiac RTF inh 0, V-ATPase pH -4, Arrestin-AP2 inh -5 and OPRM1-OPRD1 inv 9.
For O=C(CSCc1c(F)cccc1Cl)NCC1CCCO1 (centres undefined) the results were Wnt bcat act -6, OPRM1-OPRD1 ag -3.6, DSG3 Ab inh 106, Keap1 Nrf2 FP 1, cardiac RTF act -3, LANA DNA inh -0.9, Cardiac RTF inh -13, V-ATPase pH 1, Arrestin-AP2 inh 6 and OPRM1-OPRD1 inv 18.
Screening Cc1ccnc(NC(=O)Cc2ccc(-c3ccccc3)cc2)c1 returned Wnt bcat act 15, OPRM1-OPRD1 ag -0.7, DSG3 Ab inh 105, Keap1 Nrf2 FP -5, cardiac RTF act -2, LANA DNA inh -0.7, Cardiac RTF inh -4, V-ATPase pH 3, Arrestin-AP2 inh -12 and OPRM1-OPRD1 inv 3.
For O=C(O)/C=C/C(=O)Nc1nc(-c2ccc3ccccc3c2)cs1 the results were Wnt bcat act 1, OPRM1-OPRD1 ag -2.9, DSG3 Ab inh 109, Keap1 Nrf2 FP 1, cardiac RTF act -2, LANA DNA inh 0.6, Cardiac RTF inh 2, V-ATPase pH 0, Arrestin-AP2 inh -22 and OPRM1-OPRD1 inv 14.
Screening COc1ccccc1N1CCN(C(=O)c2nn(C)c3c2CS(=O)(=O)c2ccccc2-3)CC1 returned Wnt bcat act -3, OPRM1-OPRD1 ag -1.1, DSG3 Ab inh 110, Keap1 Nrf2 FP -6, cardiac RTF act -2, LANA DNA inh 0.7, Cardiac RTF inh 2, V-ATPase pH 1, Arrestin-AP2 inh 6 and OPRM1-OPRD1 inv 6.
CCOc1ccc(/C(O)=C2/C(=O)C(=O)N(CC3CCCO3)C2c2cccs2)cc1 (centres undefined) was read as Wnt bcat act 1, OPRM1-OPRD1 ag -0.9, DSG3 Ab inh 95, Keap1 Nrf2 FP 1, cardiac RTF act 4, LANA DNA inh -1.8, Cardiac RTF inh -6, V-ATPase pH -3, Arrestin-AP2 inh 1 and OPRM1-OPRD1 inv 5.
Screening COc1ccc(-c2ccc(SCC(=O)NC3CCCCC3)nn2)cc1OC returned Wnt bcat act -1, OPRM1-OPRD1 ag 0.9, DSG3 Ab inh 110, Keap1 Nrf2 FP 2, cardiac RTF act 3, LANA DNA inh -0.2, Cardiac RTF inh -7, V-ATPase pH 3, Arrestin-AP2 inh 35 and OPRM1-OPRD1 inv -7.
For COc1ccc(C(C)(C)C)cc1NC(=O)COC(=O)c1nc2nccc(C)n2n1 the results were Wnt bcat act 0, OPRM1-OPRD1 ag -1.9, DSG3 Ab inh 105, Keap1 Nrf2 FP 5, cardiac RTF act 5, LANA DNA inh 2.7, Cardiac RTF inh -3, V-ATPase pH -5, Arrestin-AP2 inh 26 and OPRM1-OPRD1 inv 8.
For CC1Cc2ccccc2N1C(=O)CSc1nn2c(=O)c(C(C)(C)C)nnc2s1 (centres undefined) the results were Wnt bcat act -1, OPRM1-OPRD1 ag 0.5, DSG3 Ab inh 96, Keap1 Nrf2 FP -2, cardiac RTF act -1, LANA DNA inh -1.4, Cardiac RTF inh -26, V-ATPase pH 2, Arrestin-AP2 inh 0 and OPRM1-OPRD1 inv -2.
For CC(C)OCCCn1c(SCC(=O)N2CCc3ccccc32)nc2ccccc2c1=O the results were Wnt bcat act -6, OPRM1-OPRD1 ag 0.4, DSG3 Ab inh 87, Keap1 Nrf2 FP -2, cardiac RTF act 7, LANA DNA inh -1.2, Cardiac RTF inh -4, V-ATPase pH -2, Arrestin-AP2 inh 1 and OPRM1-OPRD1 inv -3.
Cc1c(C(=O)N/N=C/C(C)C)[nH]c2c([N+](=O)[O-])cccc12 was read as Wnt bcat act -6, OPRM1-OPRD1 ag -1.6, DSG3 Ab inh 82, Keap1 Nrf2 FP 2, cardiac RTF act -8, LANA DNA inh -0.6, Cardiac RTF inh -10, V-ATPase pH 1, Arrestin-AP2 inh 6 and OPRM1-OPRD1 inv 10.
Screening CCC(=O)c1ccccc1OCCN1CCN(CC)CC1 returned Wnt bcat act -1, OPRM1-OPRD1 ag -1.7, DSG3 Ab inh 102, Keap1 Nrf2 FP 6, cardiac RTF act 4, LANA DNA inh 2.2, Cardiac RTF inh -11, V-ATPase pH -3, Arrestin-AP2 inh 8 and OPRM1-OPRD1 inv 9.
For COC(=O)c1c(NC(=O)C(C)(C)C)sc2c1C(C(=O)OC)CC2 (centres undefined) the results were Wnt bcat act -3, OPRM1-OPRD1 ag -1.9, DSG3 Ab inh 104, Keap1 Nrf2 FP 3, cardiac RTF act -5, LANA DNA inh -0.3, Cardiac RTF inh -16, V-ATPase pH -3, Arrestin-AP2 inh -2 and OPRM1-OPRD1 inv 10.
COc1ccccc1-c1nnc(NC(=O)c2ccc(S(=O)(=O)N3CCCC3)cc2)o1 was read as Wnt bcat act 0, OPRM1-OPRD1 ag 1.9, Keap1 Nrf2 FP -5, cardiac RTF act 7, LANA DNA inh 0.8, Cardiac RTF inh -4, V-ATPase pH 3, Arrestin-AP2 inh -6 and OPRM1-OPRD1 inv -11.

The final 2 entries of the section before open the next one.
For COC(=O)c1c(NC(=O)C(C)(C)C)sc2c1C(C(=O)OC)CC2 (centres undefined) the results were Wnt bcat act -3, OPRM1-OPRD1 ag -1.9, DSG3 Ab inh 104, Keap1 Nrf2 FP 3, cardiac RTF act -5, LANA DNA inh -0.3, Cardiac RTF inh -16, V-ATPase pH -3, Arrestin-AP2 inh -2 and OPRM1-OPRD1 inv 10.
COc1ccccc1-c1nnc(NC(=O)c2ccc(S(=O)(=O)N3CCCC3)cc2)o1 was read as Wnt bcat act 0, OPRM1-OPRD1 ag 1.9, Keap1 Nrf2 FP -5, cardiac RTF act 7, LANA DNA inh 0.8, Cardiac RTF inh -4, V-ATPase pH 3, Arrestin-AP2 inh -6 and OPRM1-OPRD1 inv -11.
For COc1cc(Cl)cc(C=O)c1OCC(=O)O the results were OPRM1-OPRD1 ag -3.5, DSG3 Ab inh 103, Keap1 Nrf2 FP -1, cardiac RTF act 2, LANA DNA inh 0.0, Cardiac RTF inh 0, V-ATPase pH 4, Arrestin-AP2 inh -23 and OPRM1-OPRD1 inv 17.
`O=C(O)C1CC=CCC1C(=O)Nc1ccccc1Cl` (centres undefined) gave Wnt bcat act 3, OPRM1-OPRD1 ag -2.4, DSG3 Ab inh 99, Keap1 Nrf2 FP -4, cardiac RTF act 4, LANA DNA inh -0.6, Cardiac RTF inh 7, V-ATPase pH 0, Arrestin-AP2 inh 5 and OPRM1-OPRD1 inv 12.
For CN(C)c1ccc(C(CNC(=O)COc2ccc(Cl)cc2)N2CCCC2)cc1 (centres undefined) the results were Wnt bcat act -1, OPRM1-OPRD1 ag -1.7, DSG3 Ab inh 90, Keap1 Nrf2 FP 0, cardiac RTF act -7, LANA DNA inh 0.3, Cardiac RTF inh -9, V-ATPase pH -8, Arrestin-AP2 inh 12 and OPRM1-OPRD1 inv 9.
`CN(C)c1ccc(C=Nc2ccc(N(C)C)cc2)cc1` gave OPRM1-OPRD1 ag 0.5, Keap1 Nrf2 FP -1, cardiac RTF act -2, LANA DNA inh -1.3, Cardiac RTF inh -9, V-ATPase pH -8, Arrestin-AP2 inh 3 and OPRM1-OPRD1 inv -2.
